CHRM5 antagonist: CHRM5 antagonism in calcium assay; P08912; AID 624040; actives 0.59% (n = 360,000); inhibition, % at 3 µM; CHO-hM5 cells, Fluo-8 calcium fluorescence, ACh EC80;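 active = inhibition above a per-plate cutoff, the mean of that plate's test compounds plus 3 SD, cut at about 27% in these data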;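 note: 0% = acetylcholine EC80 with DMSO and 100% = DMSO without agonist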
M5 ag: agonists of human muscarinic M5 receptor (CHRM5). P08912. AID 624037. CHO-K1 hM5 cells, Fluo-8 calcium fluorescence; 0% DMSO wells, 100% maximal acetylcholine response. actives 0.19% (n = 360,000). activation, % at 3 µM;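 active = activation above the run's mean over test compounds plus 3 SD, cut at about 23% in these data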;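 note: signal is peak over basal fluorescence ratio across the kinetic read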
M4 antag: blocks acetylcholine activation of human M4 receptor; CHO-hM4 cells, ACh EC80, Fluo-8 calcium fluorescence; inhibition, % at 3 µM; actives 0.73% (n = 360,000); AID 624125;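 active = inhibition above its plate's cutoff, the mean inhibition of sample wells plus 3 SD, cut at about 27% in these data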;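 note: 0% = acetylcholine EC80 with DMSO and 100% = DMSO without agonist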
CHRM5 PAM: CHRM5 positive allosteric modulation | P08912 | CHO-K1 hM5, Fluo-8 calcium, ACh EC20 PAM; 0% = ACh EC20, 100% = ACh EC100 | activation, % at 3 µM | actives 0.3% (n = 360,000);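 active = activation above the run cutoff, the mean activation of all test compounds plus 3 SD, cut at about 18% in these data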
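Assay system: CHO-K1 hM5 cells. Also added: acetylcholine at EC20 concentration, added after compound. Dosing: 3 µM, single dose. Times: compound preincubation 140 s before EC20 acetylcholine addition. Signal: Fluo-8 calcium fluorescence. Measure: % activation relative to EC20 and EC100 ACh responses. Repeats: singlicate, one well per test compound.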
CRFR2-BP ag: CRF-BP/CRF-R2 complex agonism. actives 0.46% (n = 350,000). activation, % at 13.2 µM. HEK293 CRF-R2/CRF-BP, calcium dye fluorescence (FLIPR); percent of saturating CRF peptide response;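 active = activation of at least 50%, plus an integration ratio under a set limit after plate pattern correction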;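 note: plate controls were neutral control wells without compound for no effect and CRF at EC100 for full effect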
CHRM4 PAM: CHRM4 positive allosteric modulation. CHO-K1 hM4/Gqi5, Fluo-8 calcium fluorescence, ACh EC20; 0% = ACh EC20, 100% = maximal ACh. actives 0.4% (n = 360,000). P08173. activation, % at 3 µM;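 active = activation above its plate's cutoff, the mean activation of sample wells plus 3 SD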; note: some results filed as inactive read as strong as hits
CRFBP-R2 block: blocks CRF-induced signaling of the CRF-BP/CRF-R2 complex. inhibition, % at 11.8 µM. actives 0.59% (n = 350,000). HEK293 CRF-R2/CRF-BP, CRF-induced calcium fluorescence;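 active = inhibition of the ligand-induced calcium signal above about 50% at the single tested concentration, limit read from the data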
IDE inh: inhibits human insulin-degrading enzyme in HEK cells; P14735; inhibition, % at 5.59 µM; FAbetaB cleavage, fluorescence polarization; actives 0.41% (n = 320,000); AID 434962;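 active = percent inhibition above the average of all tested compounds plus 3 SD, set per screening campaign, cut at about 16% in these data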;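 note: IDE supplied by intact live HEK cells; FP after avidin binding of uncleaved biotin substrate so inhibition keeps polarization high; 0% = DMSO wells and 100% = 60 µM reference IDE inhibitor Ii1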
Target sequence (P14735 whole entry, looked up): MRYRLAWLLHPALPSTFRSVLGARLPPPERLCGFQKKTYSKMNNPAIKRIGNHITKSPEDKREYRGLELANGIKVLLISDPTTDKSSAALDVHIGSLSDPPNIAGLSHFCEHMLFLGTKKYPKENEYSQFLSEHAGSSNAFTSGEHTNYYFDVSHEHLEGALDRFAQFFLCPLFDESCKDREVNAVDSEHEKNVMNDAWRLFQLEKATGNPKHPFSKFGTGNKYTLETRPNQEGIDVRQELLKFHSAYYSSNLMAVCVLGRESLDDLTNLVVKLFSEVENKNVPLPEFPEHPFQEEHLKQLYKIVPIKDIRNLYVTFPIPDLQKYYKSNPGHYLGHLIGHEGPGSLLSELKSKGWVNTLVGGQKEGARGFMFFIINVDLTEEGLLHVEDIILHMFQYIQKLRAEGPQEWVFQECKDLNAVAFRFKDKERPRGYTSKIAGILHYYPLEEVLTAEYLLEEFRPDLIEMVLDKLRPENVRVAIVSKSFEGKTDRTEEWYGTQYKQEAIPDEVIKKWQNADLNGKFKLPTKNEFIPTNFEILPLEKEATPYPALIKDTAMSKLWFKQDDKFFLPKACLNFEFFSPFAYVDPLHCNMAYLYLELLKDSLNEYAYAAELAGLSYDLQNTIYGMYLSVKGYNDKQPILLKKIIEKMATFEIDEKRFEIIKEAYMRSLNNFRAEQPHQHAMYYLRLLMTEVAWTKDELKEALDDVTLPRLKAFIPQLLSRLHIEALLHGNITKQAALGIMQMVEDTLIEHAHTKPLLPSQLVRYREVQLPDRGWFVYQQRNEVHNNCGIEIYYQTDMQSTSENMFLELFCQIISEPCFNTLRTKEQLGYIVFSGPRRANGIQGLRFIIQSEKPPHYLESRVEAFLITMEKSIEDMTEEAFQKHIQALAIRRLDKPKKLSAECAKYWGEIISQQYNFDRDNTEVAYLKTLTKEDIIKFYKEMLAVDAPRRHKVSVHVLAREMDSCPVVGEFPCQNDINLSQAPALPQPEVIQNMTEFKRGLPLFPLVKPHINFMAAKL
M4 ag: CHRM4 agonism in calcium assay; P08173; activation, % at 3 µM; actives 0.14% (n = 360,000); CHO-K1 hM4/Gqi5, Fluo-8 calcium fluorescence; vehicle 0%, full acetylcholine response 100%;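 active = activation above the run mean over all test wells plus 3 SD, cut at about 32% in these data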;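 note: peak over basal fluorescence ratio per well then scaled between controls; 0% = DMSO wells and 100% = acetylcholine at EC100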
* = called active by the depositor; / = no result given.

Each structure is followed by: CHRM5 antagonist	M5 ag	M4 antag	CHRM5 PAM	CRFR2-BP ag	CHRM4 PAM	CRFBP-R2 block	IDE inh	M4 ag
- COc1cccc(Nc2nc(C(N)C(C)C)cs2)n1 (stereo not given)
  4	0	-1	1	/	1	/	/	2
- CCC(C)C(NC(=O)OC(C)(C)C)C(=O)NC(C)C(N)=O (stereo not given)
  7	1	-7	-11	0.2	-10	0	0	6
- Cc1ccc2nc3n(c2c1)CCCN3
  7	-12	-10	-11	-0.6	-12	-2	-3	0
- O=C(Nc1nc(-c2ccc(Cl)s2)cs1)c1ccccc1
  -8	-4	-12	1	0.6	-4	17	8	-2
- CCCCCCCCCCCCCCCCCCNc1ccn(C2OC(COP(=O)(O)OCC3OC(n4cc(F)c(=O)[nH]c4=O)CC3O)C(O)C2O)c(=O)n1 (stereo not given)
  12	1	3	-3	21	-2	20	/	0
- C=CCSC1=N/C(=C\c2cc(OC)c3c(c2)OCO3)C(=O)S1
  -5	1	10	-2	2.5	14	4	-2	0
- CCCCCCCC(=O)OCC(=O)[C@@]1(O)CC[C@H]2[C@@H]3CCC4=CC(=O)CC[C@]4(C)[C@H]3[C@@H](O)C[C@@]21C
  7	1	5	-17	0.9	-17	2	0	7
- Cc1cccnc1NC(=O)C1COc2ccccc2O1 (stereo not given)
  5	2	3	5	-1.8	-2	3	3	1
- N#Cc1cc[n+](CC(=O)c2ccc(NC(=O)c3ccccc3)cc2)cc1
  7	-3	3	-3	-0.2	4	-9	4	2
- O=C(Nc1cccc(-c2nnc(-c3ccccc3)o2)c1)C1CC1
  4	4	-1	-9	-1.1	-4	-20	8	9

The last 2 compounds of the part before open the next one:
Each structure is followed by: CHRM5 antagonist	M5 ag	M4 antag	CHRM5 PAM	CRFR2-BP ag	CHRM4 PAM	CRFBP-R2 block	IDE inh	M4 ag
- N#Cc1cc[n+](CC(=O)c2ccc(NC(=O)c3ccccc3)cc2)cc1
  7	-3	3	-3	-0.2	4	-9	4	2
- O=C(Nc1cccc(-c2nnc(-c3ccccc3)o2)c1)C1CC1
  4	4	-1	-9	-1.1	-4	-20	8	9
- COc1cc(CCC(=O)OCC(=O)Nc2ccc(F)c(F)c2F)cc(OC)c1OC
  -3	3	7	1	-0.3	-3	5	-1	2
- CCc1ccc(OC(C)C(=O)Nc2ccc(S(=O)(=O)Nc3cc(C)on3)cc2)cc1 (stereo not given)
  6	-1	7	-4	-0.8	0	-10	-2	2
- N#C/C(=C/c1ccc(N2CCCCCC2)o1)c1ccc(Cl)cc1
  2	6	27*	7	21	-12	0	0	3
- CCCc1cc(=O)[nH]c(SCC(=O)N2CCN(S(=O)(=O)c3ccc(Cl)cc3)CC2)n1
  -1	-1	-5	-2	-0.3	4	14	0	0
- COc1ccc(C(CNC(=O)CCNS(=O)(=O)c2ccccc2)N2CCOCC2)cc1 (stereo not given)
  4	0	10	-5	2.0	-2	0	/	0
- COc1ccc(CN2C(=O)COc3ccccc3C2c2nc3ccccc3[nH]2)cc1 (stereo not given)
  2	-4	1	-4	/	1	/	/	-1
- Cc1cccc(N2CCN(C(=O)C3CCCN(S(=O)(=O)c4cnc[nH]4)C3)CC2C)c1 (stereo not given)
  0	4	11	-3	-1.3	28	7	10	7
- C/C(=C/Cc1c(O)cc2oc(C)cc(=O)c2c1O)COC1OC(CO)C(O)C(O)C1O (stereo not given)
  10	1	-6	0	-2.1	4	5	1	4
- Cc1cc2c(c(=O)o1)C(C1C=CCCC1)C(C#N)=C(N)O2 (stereo not given)
  -1	2	-4	-1	-0.5	15	-18	10	1
- CCn1cc(C(=O)N[C@@H](C)C(=O)NCCO)c(=O)c2cc3c(cc21)OCO3
  20	-2	-5	-7	3.1	2	13	-2	1

3 neighbouring entries already listed, for reference:
Each structure is followed by: CHRM5 antagonist	M5 ag	M4 antag	CHRM5 PAM	CRFR2-BP ag	CHRM4 PAM	CRFBP-R2 block	IDE inh	M4 ag
- Cc1cccc(N2CCN(C(=O)C3CCCN(S(=O)(=O)c4cnc[nH]4)C3)CC2C)c1 (stereo not given)
  0	4	11	-3	-1.3	28	7	10	7
- C/C(=C/Cc1c(O)cc2oc(C)cc(=O)c2c1O)COC1OC(CO)C(O)C(O)C1O (stereo not given)
  10	1	-6	0	-2.1	4	5	1	4
- Cc1cc2c(c(=O)o1)C(C1C=CCCC1)C(C#N)=C(N)O2 (stereo not given)
  -1	2	-4	-1	-0.5	15	-18	10	1

(continued)
SMILES	CHRM5 antagonist	M5 ag	M4 antag	CHRM5 PAM	CRFR2-BP ag	CHRM4 PAM	CRFBP-R2 block	IDE inh	M4 ag
O=[N+]([O-])c1cccc(-c2cc(C(F)(F)F)n3nc(-c4ccccc4)cc3n2)c1	12	-1	-2	6	0.6	0	-2	3	0
CC(C)C12CN(C(=O)c3ccccc3[N+](=O)[O-])CC(C(C)C)(CN(C(=O)c3ccccc3[N+](=O)[O-])C1)C2=O	-16	-1	-15	6	-0.9	6	-6	5	5
CCOC(=O)c1ccc(-n2c(=S)sc3c(=O)[nH]c(C)nc32)cc1	-8	0	5	7	0.8	-4	-1	-1	-2
CCOC(=O)c1c(Nc2ccccc2)sc(/C=C2\C=Nc3ccccc32)c1O	-3	-2	10	6	0.1	-7	7	11	-1
CC(=O)N1C[C@@H](CO)[C@@H](N(C)C(=O)C2CCCCC2)C[C@H]1c1ccccc1	2	2	-11	-3	/	1	/	/	1
Cc1nn(C2CCS(=O)(=O)C2)c(Cl)c1/C=C/C(=O)OCC(=O)N(C)C (stereo not given)	-4	1	-2	8	1.9	2	-2	-1	1
Cc1ccccc1N/N=C1\CCCNC1=O	5	0	0	5	-1.3	-1	11	-2	0
C=CCN(C(=O)CSC1=NC(=O)CN1C(C)=O)c1nc(C)c(-c2ccccc2)s1	-3	0	-5	0	-0.4	4	-9	-1	0
C=CC[N+](C)(C)CC(=O)OCc1ccccc1	-7	-9	-2	5	0.3	-5	8	1	0
Cc1ccc2nc(-c3ccc(NC(=O)C(C)Sc4nncs4)cc3)sc2c1 (stereo not given)	8	6	29*	-3	6.4	5	-38	7	8
CCOC(=O)NCc1ccc(Cl)c(Cl)c1	2	-2	-6	-3	0.0	6	6	-1	0
Cc1ccsc1CN1CCC(C(=O)NCc2ccccc2Cl)CC1	3	-2	6	-2	-0.6	-5	-3	-4	1
O=C(CC1CCCC1)NCCc1cn2ccccc2n1	-2	-2	-6	0	1.4	8	24	6	1
CCN1C(=O)N[C@@H](c2cccc(C(F)(F)F)c2)[C@H](C(C)=O)[C@H]1C	-4	1	4	5	-0.5	3	1	9	0
CCN(CC)S(=O)(=O)c1cccc(C(=O)N[C@H](C(=O)Nc2nc3ccccc3s2)C(C)C)c1	-4	-5	4	7	0.3	-1	4	-4	0
N#Cc1ccc(CSC2=NCCN2)cc1	-1	-4	0	13	-1.2	-2	104*	-1	0
COc1ccc(CCNC(=O)CN(c2ccccc2)S(=O)(=O)c2ccccc2)cc1	3	1	-4	-3	-0.6	-5	-38	/	4
CCOc1ccc(NC(=O)c2ccc(N)cc2)cc1	4	2	8	-7	-0.2	-2	-4	0	1
COC(=O)CC1(C(=O)OC)Oc2ccc(Br)cc2C(=O)N1c1cc(Cl)cc(Cl)c1 (stereo not given)	18	-2	1	-6	-0.6	-13	-4	-6	0
Cc1ccc2c(c1)c1c(n2CC(O)CNC(CO)(CO)CO)CCCC1 (stereo not given)	-1	2	-6	-10	-0.2	1	1	1	1
CC(C)OCCCNc1ncc2c(n1)CC(c1ccccc1)CC2=O (stereo not given)	9	-4	-1	-5	3.0	-4	-35	6	1
O=C(Cn1c(NCCCO)nc2ccccc21)c1ccc(Br)cc1	4	-6	6	2	-1.9	5	-6	-4	4
COc1ccc(S(=O)(=O)NNC(=O)Nc2ccc(C)cc2C)c(OC)c1	1	-2	4	4	0.8	0	-2	1	1
C[C@H](CO)N1C[C@H](C)[C@@H](CN(C)S(=O)(=O)c2ccc3c(c2)OCCCO3)OCc2cnnn2CCCC1=O	6	0	1	3	2.1	-2	3	/	0
Cc1ccc(C(=O)NC(=S)NNC(=O)c2ccccc2[N+](=O)[O-])cc1	-8	-3	0	4	19	4	3	7	0
COc1cccc(CN(C)C(=O)c2cc(S(=O)(=O)N3CCCCCC3)ccc2OC)c1	2	2	-16	-12	0.3	4	-4	-4	18
OCC1(CCc2ccccc2)CCCN(CCCc2ccccc2)C1 (stereo not given)	10	-2	5	-13	-1.1	-13	-3	0	1
COc1cccc(OC)c1OCC(C)CNCC1CCCO1 (stereo not given)	1	-4	8	-4	4.2	-4	-8	1	1
Cc1cc2[nH]c(=O)c(=O)[nH]c2cc1S(=O)(=O)N1CCN(c2ccccc2)CC1	-5	0	-1	1	-0.7	6	1	7	0
CCOc1ccc(N2C(=O)S/C(=C\c3cc(OC)c(OC)c(OC)c3)C2=O)cc1	-20	2	-1	14	2.7	-8	6	1	0
Cc1c(C(=O)Nc2cccc3cccnc23)oc2ccccc12	1	-1	-3	4	0.7	5	-7	-1	1
Cc1ccc(C)c(NC(=O)COC(=O)c2cccc3c2C(=O)c2ccccc2C3=O)c1	14	-2	-2	-10	0.5	-11	-24	-6	5
